Glioma ERSR ind: qHTS for Inducers of the Endoplasmic Reticulum Stress Response (ERSR) in Human Glioma: qHTS; U87-MG GRP78 promoter luciferase reporter, 16 h; Potency, µM, without a hit: at the highest dose activation, hits mostly activators; 420,000 compounds, 0.02% hits; further: potency means the concentration at half of the fitted maximal effect; series mostly up to about 76 µM; % of control where 0% means no effect; nearly all actives have a fitted effect of over 35% in size
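Stably transfected U87-MG glioma cells carrying a GRP78-based luciferase sensor; 16 h compound incubation. Luminescence end-point read 10 min after Bright-Glo addition at room temperature.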
D2 antagonist: HTS Assay for Allosteric Antagonists of the Human D2 Dopamine Receptor: Primary Screen for Antagonists | inhibition, % at 10 µM | D(2) dopamine receptor (Homo sapiens), P14416 | 340,000 compounds, 2% hits | HEK293 TREx D2 cells, calcium flux, dopamine EC80; in the data active means inhibition above about 30%; further: 0% is about no effect
Target sequence (P14416 whole entry, looked up): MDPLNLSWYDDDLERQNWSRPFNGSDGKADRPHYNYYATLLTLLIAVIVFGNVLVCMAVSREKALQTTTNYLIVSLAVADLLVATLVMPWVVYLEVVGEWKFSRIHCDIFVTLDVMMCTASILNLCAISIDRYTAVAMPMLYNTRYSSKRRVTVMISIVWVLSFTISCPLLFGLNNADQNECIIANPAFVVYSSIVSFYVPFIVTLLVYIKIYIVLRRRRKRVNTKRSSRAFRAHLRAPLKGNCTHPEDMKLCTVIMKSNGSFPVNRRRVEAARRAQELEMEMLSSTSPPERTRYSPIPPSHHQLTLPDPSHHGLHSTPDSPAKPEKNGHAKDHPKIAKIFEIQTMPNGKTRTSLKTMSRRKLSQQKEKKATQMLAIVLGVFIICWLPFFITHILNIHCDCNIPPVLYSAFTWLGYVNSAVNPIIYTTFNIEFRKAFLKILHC
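In this primary screen, negative modulation is detected by tracking calcium flux after an EC80 dopamine challenge in inducible HEK293 T-REx D2 cells preexposed to test compound for 180 s.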
LDHA block: qHTS assay for inhibitors of human lactate dehydrogenase | purified LDHA, NADH/diaphorase-resazurin fluorescence; stronger effect = lower value | AID 1347041, 2019 | L-lactate dehydrogenase A chain (Homo sapiens), P00338 | 480,000 compounds, 0.15% hits | activity change, % (values are at about 110 or 230 µM); in the data active means activity change below about -30%; inconclusive means mostly about -25% to -30%;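 further: plate controls were DMSO wells for no effect and wells without enzyme for full effect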
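Human LDH5 (2 nM) was incubated with 0.06 mM NADH and 0.2 mM pyruvate for 5 min at room temperature in Tris pH 7.4. Remaining NADH was coupled through diaphorase/resazurin, and resorufin fluorescence was read at 0 and 20 min.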
ERG-DNA inh: qHTS for Small Molecule Inhibitors of the ERG Ets/DNA interaction; Transcriptional regulator ERG (Homo sapiens), P11308; Potency, µM (series often up to 76.9 µM), inactives show at the highest dose FP activity, negative = inhibition, usual class: inhibitors; 370,000 compounds, 0.028% hits; fluorescence polarization, His-ERG Ets domain / labelled DNA; active means well fitted inhibition curve with a large enough effect in the polarisation, with a control signal flat; inconclusive means small, poorly fitted or top-dose-only effect, or effect the other way, or a change in a side signal; inactive means no such curve, though single readings can be large or run the other way; the % refers to the polarisation;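 further: polarization taken with two DNA probes labelled with fluorescein and Texas red; potency means the concentration at half of the fitted maximal effect; % of control where 0% means no effect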
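His-tagged ERG Ets domain (1 uM in the protein solution; 300mM KCl, 50mM Tris-HCl, 1mM EDTA, 1mM DTT, pH 7.5) received compound, then a probe mix of 5 nM fluorescein-DNA and 100nM Texas-615-DNA. Fluorescence polarization was read for both dyes.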
RGS4 inhibitor: Inhibitors of Regulator of G Protein Signaling (RGS) 4: qHTS; Regulator of G-protein signaling 4 (Homo sapiens), P49798; Transcreener GDP fluorescence polarization, RGS4-accelerated GTP hydrolysis; Potency, µM (highest dose often 114 µM), inactives show at the highest dose activity change, negative = inhibition, hits mostly inhibitors; 390,000 compounds, 0.039% hits; AID 504845, 2011; further: potency means the concentration at half of the fitted maximal effect; on the % scale 0 is the no-effect control and ±100 the full control effect; nearly all actives have a fitted effect of over 75% in size; some results filed as inactive show a strong effect at the top dose
Target sequence (P49798 whole entry, looked up): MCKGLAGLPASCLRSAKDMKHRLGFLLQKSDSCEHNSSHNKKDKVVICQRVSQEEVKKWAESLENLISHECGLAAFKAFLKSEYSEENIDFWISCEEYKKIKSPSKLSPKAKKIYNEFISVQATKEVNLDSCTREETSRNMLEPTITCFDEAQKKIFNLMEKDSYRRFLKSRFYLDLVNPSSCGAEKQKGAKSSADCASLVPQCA
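MLSMR compounds (23 nl, pin-transferred) preincubated 10 min at room temperature with a 500nM (2x) first reagent, then RGS4 at 900nM (2x) plus Transcreener GDP mix added; fluorescence polarization (620/688 nm) read before and after 90 min at 30 °C.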
12-LOX inh: Primary qHTS assay for inhibitors of human arachidonate 12S-lipoxygenase (ALOX12): Round 2. purified 12hLO, xylenol orange hydroperoxide absorbance. Polyunsaturated fatty acid lipoxygenase ALOX12 (Homo sapiens), P18054. Potency, µM (top dose mostly 108 µM), inactives show top-dose activity change, negative = inhibition, most hits filed as inhibitors. 580,000 compounds, 1.1% hits; further: potency means the concentration at half of the fitted maximal effect; on the % scale 0 is the no-effect control and ±100 the full control effect
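Hydroperoxide product was detected by ferrous iron/xylenol orange as the 573 to 405 nm absorbance ratio. Arachidonic acid at 40 uM (final) was turned over for 30 min at room temperature by 150 nM human 12hLO, pH 7.0 Hepes buffer, after 15 min compound preincubation.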
Vif-APOBEC3F blk: qHTS for Inhibitors of Vif-A3F Interactions: qHTS. 390,000 compounds, 0.2% hits. Potency, µM (titrated, usually from 46.1 µM), for the others: top-dose activity, negative = active. HeLa A3F-eYFP + Vif (tagged APOBEC3F with the HIV-1 protein that degrades it), YFP fluorescence increase; further: potency means the concentration at half of the fitted maximal effect; % of control where 0% means no effect; nearly all actives have a fitted effect of over 65% in size
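Fluorescence increase (Ex 488/Em 500-530) after overnight compound treatment at 37 deg C flags inhibition of Vif-driven A3F-eYFP loss in stable HeLa A3F-eYFP/Vif cells seeded overnight beforehand.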
Vif-APOBEC3G blk: qHTS for Inhibitors of Vif-A3G Interactions: qHTS. DNA dC->dU-editing enzyme APOBEC-3G (Homo sapiens), Q9HC16. HeLa A3G-eYFP + Vif (tagged APOBEC3G with the HIV-1 protein that degrades it), YFP fluorescence, overnight. Potency, µM (series often up to 46.1 µM), inactives show at the top dose activity, negative = active, most hits filed as inhibitors. 410,000 compounds, 0.076% hits;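 further: potency means the concentration at half of the fitted maximal effect; on the % scale 0 is the no-effect control and ±100 the full control effect; nearly all actives have a fitted effect of over 60% in size; hits raise eYFP signal because A3G escapes Vif-driven loss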
Target sequence (Q9HC16 whole entry, looked up): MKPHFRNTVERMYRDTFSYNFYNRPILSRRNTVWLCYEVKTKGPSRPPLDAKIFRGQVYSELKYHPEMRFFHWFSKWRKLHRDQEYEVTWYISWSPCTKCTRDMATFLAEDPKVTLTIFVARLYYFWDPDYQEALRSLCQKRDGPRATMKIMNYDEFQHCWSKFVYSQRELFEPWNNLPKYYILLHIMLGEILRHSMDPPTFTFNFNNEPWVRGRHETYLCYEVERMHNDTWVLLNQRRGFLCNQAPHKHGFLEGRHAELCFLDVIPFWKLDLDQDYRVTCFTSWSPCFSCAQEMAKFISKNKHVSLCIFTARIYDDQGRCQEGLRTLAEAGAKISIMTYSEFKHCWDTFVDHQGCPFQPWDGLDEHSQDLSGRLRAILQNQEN
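HeLa cells stably expressing Vif and C-terminally eYFP-tagged A3G, seeded overnight at 37 deg C, then exposed to compound by pintool overnight at 37 deg C. Rise in yellow fluorescence (Ex 488/Em 500-530, Acumen) marks blocked Vif-driven A3G degradation.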
D2 ag: HTS Assay for Allosteric Agonists of the Human D2 Dopamine Receptor: Primary Screen for Agonists | 340,000 compounds, 0.53% hits | HEK293 T-REx D2 cells, calcium flux agonist mode | AID 485358, 2010 | activation, % at 2 µM;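 active means activation over 3 SD above normal in the single-dose calcium agonist read, cut at about 30% in these data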; further: 0% is about no effect
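Agonism scored from kinetic calcium signal (1 read/sec, 180 s) following compound pin transfer, after a 10 s baseline. Cells: HEK293 Trex line expressing inducible D2 receptor coupled to calcium, dye-loaded after overnight culture at 30 C.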
* = called active by the depositor; ? = inconclusive; . = not tested or not shown; [ ] = dose if it differs, or a comment. Unless noted, the call rests on the fitted dose curve; in most records, active means well fitted curve in the direction sought with a large enough effect; inconclusive means small, poorly fitted or top-dose-only effect, or another doubt; inactive means no such curve, though single readings can be large; an effect the other way counts as inactive or inconclusive. This is a subset. The share of hits here may be higher or lower than overall.

SMILES	Glioma ERSR ind	D2 antagonist	LDHA block	ERG-DNA inh	RGS4 inhibitor	12-LOX inh	Vif-APOBEC3F blk	Vif-APOBEC3G blk	D2 ag
CN(C)S(=O)(=O)N1CCN(CC(O)COc2ccc(-c3ccccc3)cc2)CC1 (stereo not given)	-1%	0	-8	6%	38%	?	9%	8%	0.2
COc1ccc(CNC(=O)[C@H](NC(=O)C2CCN(C(=O)[C@@H](N)CCSC)CC2)C(C)C)cc1	1%	.	-6	5%	-3%	36%[activator]	0%	0%	.
CC(C)(C)NC(=O)c1ccc2c(c1)N(CC(=O)N1CCN(c3ccc(F)cc3)CC1)C(=O)C(C)(C)O2	-6%	-6	-5	-1%	-20%	-8%	-17%	-3%	28
N#CC1(CCCN2CCCCC2)c2ccccc2CCc2ccccc21	-3%	.	-2	5%	32%	?	-1%	0%	.
CC1CCN(C(=O)NC(=O)c2ccccc2)CC1	-4%	-6	-2	17%	-11%	-7%	2%	3%	0.5
CC1(C)Cc2c(cnn2-c2cccc(F)c2)C(NC(=O)C2CCOCC2)C1 (stereo not given)	0%	-18	-4	-15%	-7%	5%	2%	0%	1.4
Cc1cc(C(=O)OCC(=O)N2CCC(c3ccccc3)=N2)ccc1[N+](=O)[O-]	-3%	.	-5	17%	6%	4%	0%	4%	.
CC(=O)Nc1ccc(Sc2ccccc2C(=O)Nc2ccc(F)cc2)cn1	-2%	-16	-11	-8%	?	-18%	-27%	-1%	3.7
CCOc1ccccc1Nc1nnc(SCC(=O)NC2CCS(=O)(=O)C2)s1 (stereo not given)	2%	.	1	5%	-16%	-29%	2%	2%	.
Cc1nc2scc(-c3cccs3)c2c(=O)n1CC(=O)O	0%	-21	1	0%	-17%	?	2%	-2%	-0.1
O=C1Cc2cc(S(=O)(=O)N3CCCCC3)cc3c2N1CCC3	1%	.	8	14%	-3%	-11%	0%	-3%	0.9
CCOC(=O)C1CCN(Cc2nc(-c3ccc(OC)c(OC)c3)no2)CC1	-4%	6	-4	-7%	6%	-7%	1%	-4%	0.3
CN(CC1CCCO1)S(=O)(=O)c1ccc(C(=O)Nc2ccc([N+](=O)[O-])cc2)cc1 (stereo not given)	-3%	-18	-7	1%	?	-22%	-11%	3%	0.4
CC(C)CNc1nc(=S)nc(N(C)C)[nH]1	-3%	.	2	-18%	-33%	?	-5%	6%	.
O=C1CCN(Cc2ccc(Cl)cc2Cl)C(=O)N1	3%	.	-5	15%	-15%	16%	0%	1%	.
CCOC(=O)c1sc(=S)n(-c2ccccc2)c1SC	0%	2	3	-1%	5%	-4%	2%	2%	0.1
Cc1cccc(-n2ccnc2SCC(=O)Nc2cc(C(F)(F)F)ccc2Cl)c1	-3%	.	-3	1%	-9%	-10%	3%	1%	-1.8
O=C(COc1cccc2ccccc12)Nc1ccc(Cl)cc1C(=O)O	?	-9	?	0%	-25%	?	1%	1%	0.6
CCOC(=O)C1=C(c2ccccc2)OC(N)=C(C#N)C1c1cccs1 (stereo not given)	-2%	1	-1	0%	8%	?	-4%	3%	0.6
CC1CCN(S(=O)(=O)c2cnc[nH]2)CC1	1%	5	-5	20%	-20%	35%[activator]	-5%	0%	1.3
O=C(CCNC(=O)c1ccccc1Cl)OCC(=O)c1ccccc1	-4%	7	-12	-1%	16%	17%	-2%	1%	0.3
COC(=O)Cc1c(C)c2cc(Cl)c(OC(=O)c3ccco3)cc2oc1=O	10%	-5	-1	0%	-34%	0%	-11%	2%	-0.3
C=COCCNC(=S)Nc1cccc(Cl)c1	-2%	-4	-19	11%	-10%	6%	?	3%	-1.3
COc1ccccc1N/C=C(\C#N)c1nc2ccccc2[nH]1	-7%	8	0	-17%	-12%	1%	?	-25%	-1.0
COc1ccc(-c2cc(C(=O)Nc3ccc(S(N)(=O)=O)cc3)c3ccccc3n2)cc1OC	-3%	-2	-1	-1%	12%	-14%	-6%	4%	-0.3
(cont.)
SMILES	Glioma ERSR ind	D2 antagonist	LDHA block	ERG-DNA inh	RGS4 inhibitor	12-LOX inh	Vif-APOBEC3F blk	Vif-APOBEC3G blk	D2 ag
NC(=O)[C@@H]1CCCN1Cc1c(C(=O)N2CCc3ccccc3C2)nc2ccc(Cl)cn12	3%	-4	-1	4%	16%	12%	-14%	1%	-0.4
O=S(=O)(N/N=C\C=C\c1ccccc1)c1ccccc1	0%	.	-3	.	7%	17%	3%	-1%	.
O=C(CNS(=O)(=O)c1ccc2ccccc2c1)OCc1nnc(-c2ccccc2)o1	1%	-2	-4	-4%	-27%	-4%	-1%	0%	0.6
O=C(Nc1ccc(-c2nc3ccccc3s2)c(O)c1)C1=COCCO1	5%	-6	-2	0%	-32%	-25%	?	-1%	2.2
COc1ccc(-c2cc3ncccc3cn2)cc1	-3%	4	-8	-11%	9%	-25%	0%	-4%	0.4
COc1cc(C(=O)Nc2nnc(C(C)(C)C)s2)c([N+](=O)[O-])cc1OC	-3%	7	-4	0%	-45%	?	0%	-3%	-0.2
COC(=O)C1CCC(C)(C(=O)Nc2ccccc2)C1(C)C (stereo not given)	-6%	13	-1	-4%	22%	0%	-2%	2%	0.2
COc1ccc(-n2c(=O)c3ccccc3n(CC(=O)NC3CCCCC3)c2=O)cc1OC	-3%	-2	-17	1%	-13%	-5%	1%	-3%	0.8
Cc1ccc(Cl)cc1Nc1sc(C(=O)c2ccccc2)c(N)c1S(=O)(=O)c1ccccc1	-2%	.	1	4%	-45%	-13%	-16%	9%	11
CCOC(=O)c1sc(=S)n(C)c1NC(=O)c1ccccc1C	-5%	-10	-4	-13%	?	?	-11%	-10%	-0.4
Cc1cc([N+](=O)[O-])ccc1NC(=O)CSc1nncn1-c1cccnc1	-3%	2	-5	-5%	?	?	-17%	0%	0.0
CCOc1ccc(NC(=O)Nc2nnc(CC(=O)NCc3ccccc3)s2)cc1	-1%	6	-2	2%	6%	-19%	15%	0%	0.4
CCc1noc(C)c1C(=O)NNC(=O)COc1ccc(Br)cc1	-5%	-1	-9	-8%	-2%	1%	-6%	-2%	0.3
CN(C)S(=O)(=O)N(CC(=O)NCCSCc1ccccc1Cl)c1ccccc1	-4%	.	-4	-5%	-19%	-17%	6%	3%	0.3
CC(C)CNC(=S)N1CCC(NC(=O)C23CC4CC(CC(C4)C2)C3)CC1	-6%	-16	-1	1%	-19%	-5%	8%	2%	0.4
COc1ccc(N2CCN(S(=O)(=O)c3c(C)nc4sccn4c3=O)CC2)cc1	-4%	.	1	-8%	-21%	11%	1%	-3%	.
CC(NC(=O)CSCc1ccccc1Br)c1ccccc1 (stereo not given)	-2%	-2	-6	-10%	32%	5%	4%	2%	-0.3
Cc1ccccc1NC(=O)N1CCC(CN2CCCC2)CC1	-3%	.	-7	2%	-3%	-1%	0%	-7%	-0.3
CCN1C[C@@H]2[C@@H]3C(=O)N(Cc4ccccc4)C(=O)[C@@H]3[C@](Cc3ccccc3)(C(=O)OC)N2C1=NC1CCCCC1	-4%	.	-5	3%	14%	-40%	-1%	4%	.

Just D2 antagonist, for some of the entries so far:
| Compound | D2 antagonist |
| --- | --- |
| CC1CCN(S(=O)(=O)c2cnc[nH]2)CC1 | 5 |
| O=C(COc1cccc2ccccc12)Nc1ccc(Cl)cc1C(=O)O | -9 |

3 entries already listed, ordered by the value under LDHA block, lowest first.
Structure,LDHA block
Cc1cc([N+](=O)[O-])ccc1NC(=O)CSc1nncn1-c1cccnc1,-5
O=C(CNS(=O)(=O)c1ccc2ccccc2c1)OCc1nnc(-c2ccccc2)o1,-4
CC(C)CNC(=S)N1CCC(NC(=O)C23CC4CC(CC(C4)C2)C3)CC1,-1

Quoted at random: three records from the list, in no set order.
SMILES	Glioma ERSR ind	D2 antagonist	LDHA block	ERG-DNA inh	RGS4 inhibitor	12-LOX inh	Vif-APOBEC3F blk	Vif-APOBEC3G blk	D2 ag
CN(C)S(=O)(=O)N(CC(=O)NCCSCc1ccccc1Cl)c1ccccc1	-4%	.	-4	-5%	-19%	-17%	6%	3%	0.3
NC(=O)[C@@H]1CCCN1Cc1c(C(=O)N2CCc3ccccc3C2)nc2ccc(Cl)cn12	3%	-4	-1	4%	16%	12%	-14%	1%	-0.4
COc1ccc(-c2cc3ncccc3cn2)cc1	-3%	4	-8	-11%	9%	-25%	0%	-4%	0.4

High-throughput results from PubChem BioAssay.
